NPY1 pot ag = NPY-Y1 receptor potentiators or agonists, primary screen, cell-based; Neuropeptide Y receptor type 1 (Homo sapiens), P25929; NPY-Y1 expressing cells, potentiator/agonist activation; activation, % at 3.6 µM; 220,000 compounds, 0.37% hits; AID 1304, 2008; in the data active = activation above about 33%, passing the limit was not always enough;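 also: cells stimulated with NPY at EC10 then isoproterenol at EC100; 0% = low agonist plus stimulus and 100% = saturating agonist plus stimulus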
Ba/F3 V617F tox = reduced viability of JAK2V617F-dependent Ba/F3 cells, primary screen, JAK2V617F inhibitor project, cell-based, Ba/F3 EpoR-JAK2V617F, luminescence. ATP luminescence. inhibition, % at 5.6 µM. 220,000 compounds, 1.1% hits;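 active = inhibition above the campaign mean plus 3 SD over all tested compounds, cut at about 24% in these data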;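 also: cytokine-independent growth of Ba/F3 cells driven by EpoR plus mutant JAK2; 0% = DMSO-treated cells and 100% = JAK inhibitor I control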
S1P4 antagonist = S1P4 receptor antagonists, primary screen, cell-based; inhibition, % at 4.98 µM; AID 1510, 2009; 220,000 compounds, 0.26% hits; Sphingosine 1-phosphate receptor 4 (Homo sapiens), O95977; S1P4-expressing cells, antagonist mode, reporter read-out; in the data active = inhibition above about 29%;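 also: 0% = wells stimulated with agonist and 100% = vehicle wells without agonist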
p47phox inh = p47phox/p22phox peptide binding inhibitors, primary screen, biochemical, uHTS, NADPH oxidase regulatory subunit; Neutrophil cytosol factor 1 (Homo sapiens), P14598; inhibition, % at 24.7 µM; fluorescence polarization, 2 h; 220,000 compounds, 0.53% hits;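 active = inhibition above about 30%, limit read from the data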;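 also: 0% = p47phox with labelled peptide and 100% = labelled peptide alone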
Target sequence (P14598 whole entry, looked up): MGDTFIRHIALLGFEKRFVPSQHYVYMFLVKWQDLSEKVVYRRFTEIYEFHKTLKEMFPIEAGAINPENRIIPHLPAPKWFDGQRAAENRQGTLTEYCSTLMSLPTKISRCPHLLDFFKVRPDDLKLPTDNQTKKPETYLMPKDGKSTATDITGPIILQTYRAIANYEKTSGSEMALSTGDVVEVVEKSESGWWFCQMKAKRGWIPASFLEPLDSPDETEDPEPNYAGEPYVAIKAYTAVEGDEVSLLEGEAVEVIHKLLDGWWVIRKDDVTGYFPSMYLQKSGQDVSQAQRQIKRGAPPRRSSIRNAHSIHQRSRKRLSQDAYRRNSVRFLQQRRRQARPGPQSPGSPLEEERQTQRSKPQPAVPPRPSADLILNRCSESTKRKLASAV
S1P4 ag = S1P4 receptor agonists, primary screen, cell-based. S1P4-expressing cell line, agonist reporter assay. activation, % at 4.98 µM. 220,000 compounds, 0.35% hits. AID 1509, 2009; in the data active = activation above about 11%;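 also: 0% = DMSO vehicle and 100% = reference agonist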
CHOP inh = inhibitors of CHOP promoter induction, primary screen, cell-based, unfolded protein response, luciferase reporter; CHO-K1 CHOP-promoter luciferase, tunicamycin-induced, 15-18 h; AID 2732, 2010; 220,000 compounds, 3.8% hits; inhibition, % at 10 µM;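 active = compounds that reduced the stress-induced luciferase reporter signal by more than about 70% of percent inhibition, limit read from the data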;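 also: 0% = tunicamycin plus vehicle and 100% = wells without tunicamycin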
NPY-Y1 antag = NPY-Y1 receptor antagonists, primary screen, cell-based; 200,000 compounds, 1% hits; Neuropeptide Y receptor type 1 (Homo sapiens), P25929; inhibition, % at 3.6 µM; HEK293-CNG Y1 cells, membrane potential fluorescence; NPY at EC95, then isoproterenol;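 active = inhibition above the campaign mean inhibition of all tested compounds plus 3 SD, cut at about 20% in these data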;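 also: 0% = DMSO wells given NPY plus isoproterenol and 100% = isoproterenol alone without NPY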
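Test system: HEK293 cells co-expressing NPY Y1 receptor and cyclic-nucleotide gated channel; Also added: NPY (25 nM), isoproterenol (1 µM), Ro 20-1724 (25 µM); Compound dosing: one concentration, 3.6 µM, in 0.4% DMSO; Timing: dye 3 h, compound 60 min room temperature, stimulation 45 min; Technique: Membrane-potential fluorescent dye readout.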
NPY-Y2 PAM-ag = NPY-Y2 potentiators or agonists, primary screen, cell-based. 220,000 compounds, 0.45% hits. activation, % at 3.6 µM. Neuropeptide Y receptor type 2 (Homo sapiens), P49146. cells expressing NPY-Y2, potentiator/agonist read-out; in the data active = activation above about 27%;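 also: cells stimulated with NPY near EC25 plus isoproterenol at EC100; 0% = vehicle plus submaximal agonist and 100% = vehicle plus saturating agonist; some results beyond the cut were filed as inactive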
Target sequence (P49146 whole entry, looked up): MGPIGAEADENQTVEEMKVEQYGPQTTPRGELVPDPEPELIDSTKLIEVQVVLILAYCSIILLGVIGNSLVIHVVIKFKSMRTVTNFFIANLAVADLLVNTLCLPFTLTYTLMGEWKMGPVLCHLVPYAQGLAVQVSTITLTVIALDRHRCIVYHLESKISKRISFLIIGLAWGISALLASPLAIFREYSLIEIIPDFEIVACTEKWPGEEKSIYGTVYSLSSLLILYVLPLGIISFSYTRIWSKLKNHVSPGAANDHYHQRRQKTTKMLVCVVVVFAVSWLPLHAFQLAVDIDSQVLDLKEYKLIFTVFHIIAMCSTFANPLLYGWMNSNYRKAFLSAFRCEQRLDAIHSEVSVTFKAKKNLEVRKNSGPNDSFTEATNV
BaF3 parental = parental Ba/F3 cell viability inhibition, counter-screen for JAK2V617F inhibitor project, murine pro-B, CellTiter-Glo luminescence; CellTiter-Glo ATP luminescence; inhibition, % at 5.6 µM; 220,000 compounds, 1.1% hits; AID 1486, 2009;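 active = inhibition above a per-campaign cutoff, the mean inhibition of all tested compounds plus 3 SD, cut at about 27% in these data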;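 also: 0% = DMSO wells and 100% = JAK Inhibitor I control wells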
An asterisk follows results filed as active; nt = no result given; & = joins results of further samples. This is a subset; rates above refer to the full screens.

1: O=C(Cn1nc(-c2ccc(Cl)cc2)ccc1=O)N1CCC2(CC1)OCCO2
2: CC1=CC(=C2C(=O)NC(=O)NC2=O)C=C(C(F)(F)F)N1C(C)C
3: CCOC(=O)C1SC2(C(F)F)CC1(O)c1c(c(OC)c3occc3c1OC)O2 (configuration not stated)
4: Fc1ccc(N2CCN(Cc3ccc4c(c3)OCO4)CC2)cc1
5: Cc1nn(Cc2ccccc2)c(C)c1C(=O)O
6: O=C(NC[P+](=O)O)OCc1ccccc1
7: Cn1c(O)c(C2=NNC(c3ccc(Cl)cc3)C2)c(=O)n(C)c1=O (configuration not stated)
8: COC(=O)c1ccccc1OP(=O)(c1cccc([N+](=O)[O-])c1)c1cccc([N+](=O)[O-])c1
9: Cc1c(C(c2ccc(O)cc2)c2c(O)c3ccccc3oc2=O)c(=O)n(-c2ccccc2)n1C (configuration not stated)
10: Cc1ccc(OCC(=O)N2CCN(Cc3ccc4c(c3)OCO4)CC2)cc1
Assay by compound	1	2	3	4	5	6	7	8	9	10
NPY1 pot ag	8	1	-48	-5	0	11	25	9	6	-34
Ba/F3 V617F tox	1	-1	5	-2	1	-1	-2	-1	-2	4
S1P4 antagonist	3	-8	-7	-25	2	-5	2	-8	-14	-6
p47phox inh	2	-7	-1	0	2	-5	5	-11	-3	-2
S1P4 ag	-0.6	1.1	-2.3	1.4	-0.6	-0.1	-0.4	2.0	0.5	-0.1
CHOP inh	-14	70	10	14	11	37	25	11	-1	26
NPY-Y1 antag	-1	0	10	4	8	-3	nt	nt	5	5
NPY-Y2 PAM-ag	0	5	-5	8	-16	11	16	-2	3	-4
BaF3 parental	6	3	9	2	8	8	9	3	5	4

11: O=C1CN(C(=O)COC(=O)Cc2ccccc2)c2ccccc2N1
12: CCOC(=O)C(O)(c1ccc(N=c2ccccn2C)cc1)C(F)(F)F (configuration not stated)
13: CN1CCC2(CC1)C(C#N)=C(N)NC(S)=C2C#N
14: COP(=O)(OC)C(O)C(Cl)(Cl)Cl (configuration not stated)
15: c1cncc(CNCCc2c[nH]c3ccccc23)c1
16: Cc1nccn1Cc1ccc(Cl)nc1
17: O=C(CF)NC(NC(=S)Nc1cccc([N+](=O)[O-])c1)C(Cl)(Cl)Cl (configuration not stated)
18: CCCN1CCC2(CC1)NC(CO)(CO)CO2
19: COC(=O)c1ccc(COc2cc(C)cc3oc(=O)c4c(c23)CCCC4)o1
20: Cc1cc(OCc2nn[nH]n2)c2c3c(c(=O)oc2c1)CCC3
Assay by compound	11	12	13	14	15	16	17	18	19	20
NPY1 pot ag	-5	5	6&0	-1	16	-8	20	-7	-49	12
Ba/F3 V617F tox	-1	1	4&2	0	-3	2	1	5	-2	-2
S1P4 antagonist	3	-18	-7&-4	-1	-2	-17	17	14	5	1
p47phox inh	-1	-2	-66&-112	-3	2	-2	-9	-7	0	-2
S1P4 ag	-0.5	0.5	-0.7&2.0	1.4	1.3	0.5	2.0	-0.4	0.4	2.3
CHOP inh	8	3	1&-8	22	-3	50	-5	-8	37	11
NPY-Y1 antag	4	nt	-1&2	-3	-1	-1	-4	-1	12	2
NPY-Y2 PAM-ag	12	9	0&-2	5	4	1	16	-2	-19	3
BaF3 parental	4	1	5&4	9	3	8	0	3	0	1

21: COC(=O)C(O)(c1cn(C)c2ccccc12)C(F)(F)F (configuration not stated)
22: CN1CCN(c2ccc(NC(=O)Oc3ccccc3)cc2)CC1
23: COc1cc(/C=C(/C)[N+](=O)[O-])ccc1OCc1ccccc1Cl
24: CC(=NCC1CCCO1)c1c(O)n(-c2ccccc2)c(=O)[nH]c1=O (configuration not stated)
25: C=CCC1(CN2CCCCCC2=O)C(=O)NC(=O)NC1=O
26: COc1ccc(OC)c(-n2c(O)c(C=Nc3c(C)n(C)n(-c4ccccc4)c3=O)c(=O)[nH]c2=S)c1
27: CCOC(=O)c1c(C)n(Cc2ccccc2)c2ccc(O)cc12
28: Cc1ccccc1C(=O)NC(Oc1ccccc1)C(Cl)(Cl)Cl (configuration not stated)
29: O=C(c1cccnc1)c1cc2ccccc2[nH]1
30: CN(C)C(=O)Oc1ccc(-c2cn3cc(Cl)ccc3n2)cc1
Assay by compound	21	22	23	24	25	26	27	28	29	30
NPY1 pot ag	-10	14	-7	4	-6	-4	-1	-20	-9	-15
Ba/F3 V617F tox	0	2	2	2	1	-3	3	-1	-1	16
S1P4 antagonist	2	2	54*	5	9	8	7	4	-21	-28
p47phox inh	-1	-6	0	-5	3	-101	-3	-16	-2	3
S1P4 ag	3.8	-3.8	-0.6	1.8	-1.8	0.0	5.2	2.5	2.8	1.0
CHOP inh	-12	-5	106*	26	-5	11	3	37	-8	38
NPY-Y1 antag	1	12	8	3	-1	nt	-3	11	-2	10
NPY-Y2 PAM-ag	-8	-9	5	3	1	-14	-11	6	-13	-15
BaF3 parental	6	9	2	9	4	-1	5	3	3	11

31: COC(=O)N(c1ccccc1)P1(=S)OCCO1
32: C=C(C)Cn1c(=O)n(CC2CS2)c2ccccc21 (configuration not stated)
33: c1ccc(C2CC3CC(c4ccco4)N2O3)cc1 (configuration not stated)
34: C=CCSc1nc2c(c(-c3ccsc3)c1C#N)CN(C)CC2
35: COc1ccc(NP(=O)(Oc2ccc(Cl)cc2)Oc2ccc(Cl)cc2)cc1OC
36: NC1C2CN3CCN(C2)CC1(c1ccccc1)C3 (configuration not stated)
37: COC(=O)[C@@H]1C[C@@]1(C)[C@@H](NP(=O)(c1ccccc1)c1ccccc1)c1ccccc1
38: CN1CCCC(C(O)(c2ccccc2)c2ccccc2)C1 (configuration not stated)
39: COc1cccc(-n2c(-c3ccoc3)nc3ccccc3c2=O)c1
40: CSc1ncc(CN2CCCC(C(=O)c3sccc3C)C2)cn1 (configuration not stated)
Assay by compound	31	32	33	34	35	36	37	38	39	40
NPY1 pot ag	16	2	-3	-6	-9	12	-14	18	-5	0
Ba/F3 V617F tox	-2	5	1	0	1	-2	-2	1	1	4
S1P4 antagonist	-18	-7	-2	4	1	-13	10	11	0	-1
p47phox inh	-11	-10	-4	14	-19	-13	5	-11	-3	-1
S1P4 ag	1.0	1.0	-1.2	2.1	-1.0	1.4	0.4	0.6	2.3	-0.8
CHOP inh	-7	20	40	11	0	14	-14	-15	-28	21
NPY-Y1 antag	-2	3	10	nt	5	nt	30*	nt	-3	11
NPY-Y2 PAM-ag	17	5	9	-1	-4	-9	0	-38	5	-7
BaF3 parental	2	9	6	1	8	-3	1	-2	4	0

41: CCOC(=O)c1c(NC(=O)c2c(N)n(CCCOC)c3nc4ccccc4nc23)sc2c1CCCC2
42: COc1cccc(N=Nc2c(O)[nH]c(=S)[nH]c2=O)c1
43: CCOCC(=O)NC1CCSC1=O (configuration not stated)
44: COc1ccc(Cl)cc1C(=O)C1CCCN(CCO)C1 (configuration not stated)
45: C[C@@]1(CO)[C@H](O)CC[C@@]2(C)[C@H]1CC[C@H]1C[C@@H]3C[C@@]12CC[C@]3(O)CO
46: Cc1cccc(-n2c(=S)[nH]c3ccccc3c2=O)n1
47: COc1cccc(C(=O)C2CCCN(Cc3cnn(C(C)C)c3)C2)c1 (configuration not stated)
48: Cc1ccc(NC(=O)CSc2nnc([C@@H](N)Cc3c[nH]c4ccccc34)o2)c(C)c1
49: O=C(Cc1ccccc1)Oc1cccc(-n2cnnn2)c1
50: CCN1CCN(Cc2cc(Br)cc(OC)c2O)CC1
Assay by compound	41	42	43	44	45	46	47	48	49	50
NPY1 pot ag	33	-6	-27	-19	8	8	4	-4	11	-39
Ba/F3 V617F tox	5	5	-4	-1	99*	0	3	-1	0	-2
S1P4 antagonist	2	3	-11	4	-25	-1	-11	-15	2	-13
p47phox inh	-27	-21	-19	4	-4	-4	1	-15	-8	-3
S1P4 ag	-1.2	-0.2	-0.3	1.8	1.4	0.4	2.6	-1.1	-2.7	-1.3
CHOP inh	27	-27	-4	15	45	5	27	48	-6	-11
NPY-Y1 antag	1	nt	1	2	5	1	4	1	5	4
NPY-Y2 PAM-ag	-25	-4	-9	4	5	-1	-1	4	-15	-17
BaF3 parental	8	-2	1	6	91*	7	3	1	7	0

Structural class, the entries above containing a thiophene ring, fused or not.
34: C=CCSc1nc2c(c(-c3ccsc3)c1C#N)CN(C)CC2
40: CSc1ncc(CN2CCCC(C(=O)c3sccc3C)C2)cn1 (configuration not stated)
41: CCOC(=O)c1c(NC(=O)c2c(N)n(CCCOC)c3nc4ccccc4nc23)sc2c1CCCC2
Assay by compound	34	40	41
NPY1 pot ag	-6	0	33
Ba/F3 V617F tox	0	4	5
S1P4 antagonist	4	-1	2
p47phox inh	14	-1	-27
S1P4 ag	2.1	-0.8	-1.2
CHOP inh	11	21	27
NPY-Y1 antag	nt	11	1
NPY-Y2 PAM-ag	-1	-7	-25
BaF3 parental	1	0	8

Later entries
51: CN(c1ccc(OCC(=O)N2CCN(C/C=C/c3ccccc3)CC2)cc1)S(=O)(=O)c1cccs1
52: CCOc1ccc(CC2C(=O)NC(=O)N(c3ccc(CC)cc3)C2=O)cc1 (configuration not stated)
53: O=C1NC(=O)N(c2ccccc2)C(=O)/C1=C/c1ccc([N+](=O)[O-])s1
54: O=C1CN(C(=O)CN2CCCCC2)C(c2ccccc2)c2cc(Br)ccc2N1 (configuration not stated)
Assay by compound	51	52	53	54
NPY1 pot ag	6	-14	-5	5
Ba/F3 V617F tox	2	4	-1	-5
S1P4 antagonist	-17	1	-32	-14
p47phox inh	-22	-8	-79	-6
S1P4 ag	-2.1	0.5	1.5	1.5
CHOP inh	29	-6	30	-7
NPY-Y1 antag	nt	6	8	8
NPY-Y2 PAM-ag	10	-13	1	-2
BaF3 parental	0	7	1	1
